CCHF vOTU inh: CCHFV vOTU protease inhibition; inhibition, % at 11.5 µM; Pep-AMC fluorescence; 370,000 tested, 0.55% active; AID 651958; in the data active = inhibition above about 30%; note: 0% = vehicle wells with enzyme and 100% = no enzyme wells
Vc quorum ag: quorum light induction in luxS cqsA deficient V. cholerae | V. cholerae BH1578 lux reporter, luminescence, 6 h | activation, % at 18.7 µM | 350,000 tested, 0.16% active; in the data active = activation mostly above about 9.7%, no sharp cut-off; inconclusive = no clear call, values can overlap the other calls; inactive = mostly below about 3.7%; note: not every result past the cut was called active; inactives centre near 0; reference of the scale not given here
SARS 3CLpro inh: SARS-CoV 3CLpro protease inhibition. recombinant SARS-CoV 3CLpro, quenched FRET peptide cleavage. inhibition, % at 6 µM. 290,000 tested, 0.14% active. AID 1706; in the data active = inhibition above about 12%
BoNT A protease: blocks Botulinum neurotoxin A light chain protease | multiplex microsphere protease substrate cleavage, flow cytometry | inhibition, % at 10 µM | 360,000 tested, 0.17% active | AID 588499; note: plate controls were buffer without enzyme for full effect and enzyme alone for no effect
PfHsp40 rescue: compounds rescuing yeast from Plasmodium falciparum HSP40 toxicity; 340,000 tested, 0.68% active; AID 504582; S. cerevisiae expressing PfHsp40, growth rescue, ATP luminescence; growth rescue, % at 12.5 µM; in the data active = growth rescue above about 28%, passing the limit was not always enough; inconclusive = no clear call, values can overlap the other calls;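 note: yeast W303a lacking pdr1 and pdr3 grown in galactose medium; growth measured after three days at 30 °C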
Anthrax LF prot: anthrax lethal factor protease inhibition; 360,000 tested, 0.12% active; multiplex microsphere protease cleavage assay, LF; inhibition, % at 10 µM; P15917; note: plate controls were buffer without enzyme for full effect and enzyme alone for no effect
Target sequence (P15917 whole entry, looked up): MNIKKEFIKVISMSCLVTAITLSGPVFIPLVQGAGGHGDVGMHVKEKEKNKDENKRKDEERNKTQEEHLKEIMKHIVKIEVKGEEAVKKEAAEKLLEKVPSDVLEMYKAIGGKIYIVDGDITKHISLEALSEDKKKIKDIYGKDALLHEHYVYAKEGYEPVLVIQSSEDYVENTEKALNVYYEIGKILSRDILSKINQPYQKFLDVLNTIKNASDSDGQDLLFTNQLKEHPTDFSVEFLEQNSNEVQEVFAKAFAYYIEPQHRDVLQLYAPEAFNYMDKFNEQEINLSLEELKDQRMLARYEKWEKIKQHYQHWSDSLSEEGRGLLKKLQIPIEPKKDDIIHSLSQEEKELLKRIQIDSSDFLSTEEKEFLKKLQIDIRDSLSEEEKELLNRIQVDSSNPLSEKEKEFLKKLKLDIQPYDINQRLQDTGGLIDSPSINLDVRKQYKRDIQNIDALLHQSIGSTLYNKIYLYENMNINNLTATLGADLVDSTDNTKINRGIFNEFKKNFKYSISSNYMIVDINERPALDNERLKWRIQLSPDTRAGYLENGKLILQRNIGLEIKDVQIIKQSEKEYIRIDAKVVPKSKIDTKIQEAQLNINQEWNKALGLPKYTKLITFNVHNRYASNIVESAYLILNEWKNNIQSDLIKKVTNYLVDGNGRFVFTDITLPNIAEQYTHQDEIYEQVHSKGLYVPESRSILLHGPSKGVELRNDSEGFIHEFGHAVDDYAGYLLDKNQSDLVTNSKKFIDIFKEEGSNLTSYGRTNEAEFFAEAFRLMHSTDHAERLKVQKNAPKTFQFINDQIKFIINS
Y pestis TopoI: inhibitors of Yersinia pestis topoisomerase I. Y. pestis Topo-I cleavage product accumulation, plate reader. activity, % at 10 µM. 360,000 tested, 0.064% active; in the data active = activity above about 50%, passing the limit was not always enough; inconclusive = no clear call, values can overlap the other calls; note: inactives centre near 2
DUSP3 inh: blocks human VHR1 dual specificity phosphatase. P51452. recombinant VHR phosphatase, pNPP absorbance. inhibition, % at 13.3 µM. 290,000 tested, 0.52% active; in the data active = inhibition above about 50%; note: some compounds called inactive have numbers as strong as hits
Target sequence (P51452 whole entry, looked up): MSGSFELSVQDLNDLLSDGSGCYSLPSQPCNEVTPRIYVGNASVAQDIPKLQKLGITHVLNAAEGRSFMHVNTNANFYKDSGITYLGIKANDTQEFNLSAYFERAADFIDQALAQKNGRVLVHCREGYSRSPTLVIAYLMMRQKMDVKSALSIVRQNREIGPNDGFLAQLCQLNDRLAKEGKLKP
TcdB GH inh: inhibitors of Clostridioides difficile toxin B glycohydrolase; inhibition, % at 9.99 µM; 350,000 tested, 0.24% active; TcdB glycohydrolase enzymatic assay, plate reader; AID 652162; in the data active = inhibition above about 10%
SSB-PriA inh: K. pneumoniae PriA-SSBct interaction inhibition; 430,000 tested, 0.6% active; inhibition, % at 33 µM; AlphaScreen SSBct-PriA binding, biotinylated peptide; in the data active = inhibition mostly above about 37%, no sharp cut-off; inactive = mostly below about 20%;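 note: plate controls were negative control peptide for no effect and reference peptide for full effect; strong numbers were not always called active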
The depositor's hits bear a star; i = inactive; ? = inconclusive; · = no result given. Cut-off read from the data, not from the text of the source, unless noted: active = inhibition above about 30%; inconclusive = no clear call, values can overlap the other calls; inactive = below that. Some of the compounds tested; rates above refer to the full screens.

SMILES	CCHF vOTU inh	Vc quorum ag	SARS 3CLpro inh	BoNT A protease	PfHsp40 rescue	Anthrax LF prot	Y pestis TopoI	DUSP3 inh	TcdB GH inh	SSB-PriA inh
CCCCCn1c(=O)c(C(=O)NCc2ccccc2)c(O)c2ccccc21	0	-2.0	4	-3.3	3.9	1	10	21	0.8	-3
COc1ccc(S(=O)(=O)N[C@@H](Cc2ccc(Cl)cc2)C(=O)N2CC[C@@]3(O)CCCC[C@H]3C2)cc1	-5	-4.6	5	-0.4	-1.3	1	15	12	·	-12
CC(Cc1c[nH]c2ccccc12)NC(=O)C1CCCNC1=O (configuration not stated)	-3	-0.4	4	-1.8	-0.4	-3	-1	-8	0.8	-6
Cc1ccc(C(=O)N(CC#N)CC#N)cc1C	-18	1.5	-1	-1.4	-0.6	5	10	20	0.3	-6
N/C(=N\NC(=O)c1cccs1)c1cc2ccccc2oc1=O	21	-0.2	-3	-0.3	1.1	-2	1	28	-12	·
Cc1cc(C)nc(SC2CCOC2=O)n1 (configuration not stated)	4	i	-3	-1.4	-1.6	-9	2	18	·	3
O=C(NNC(=O)c1ccncc1)Nc1ccc(N=Nc2ccccc2)cc1	9	i	·	-0.2	-0.8	-1	-6	·	-2.4	-6
Cc1ccc(S(=O)(=O)c2cn(Cc3ccc(F)cc3)c3cc4c(cc3c2=O)OCO4)cc1	3	-0.3	3	-0.2	0.4	-2	35	21	·	-8
CC(C)CC1C(=O)N(Cc2cn(CCC3OCCCO3)nn2)CCS(=O)(=O)N1Cc1ccc(-c2ccc(F)cc2)cc1 (configuration not stated)	-3	1.1	·	0.3	·	-6	-8	·	0.9	·
Oc1ccc(/C=N/NP(=S)(c2ccccc2)c2ccccc2)c(O)c1O	4	·	-1	-1.1	0.7	-9	-16	31	·	·
O=C(NNc1ccccc1)NC(Cc1ccccc1)C(=O)O (configuration not stated)	7	-1.3	·	0.0	3.0	-5	10	·	-3.1	-11
CC(=O)c1cc(C#N)c(Oc2ccccc2)nc1C	-1	3.8	3	0.2	3.9	0	8	·	·	0
O=C(Cn1cc(COc2ccc(-n3cccc3)cc2)nn1)NS(=O)(=O)c1ccccc1C(F)(F)F	12	-3.3	·	-0.2	·	-3	1	·	-1.3	·
Cc1[nH]c(-c2ccc3c(c2)OCO3)nc1C(=O)O	1	-0.1	-2	-0.8	1.3	3	-4	8	-3.3	-7
Cc1ccc2c(c1)-c1c(cnn1CC(=O)NC(C)CCc1ccco1)CO2 (configuration not stated)	10	i	-2	-0.4	-0.4	-11	-12	8	11*	-12
COc1ccc(NC2=CC(=O)CC(C)(C)C2)cc1OC	17	-3.0	-2	1.5	-0.2	-7	-5	23	-0.7	-4
CN(c1ccccc1C(=O)NCc1ccccn1)S(C)(=O)=O	-8	-0.3	4	0.6	-1.2	0	2	-17	·	-4
CN(CCOc1ccc(Cl)cc1)C(=O)c1cccc(S(=O)(=O)N2CCN(Cc3ccccc3)CC2)c1	7	i	·	-0.4	1.1	-4	29	·	0.9	11
CC(=O)c1cccc(NC(=O)c2ccc3c(c2)OCO3)c1	12	i	1	-1.2	15	-5	7	7	-1.2	-6
CCc1ccc(CN2CCN(C(=O)c3cccc(OC)c3OC)CC2)cc1	2	-0.2	0	-0.1	-0.8	-4	25	13	0.3	-5
Cc1ccc(OCC(=O)Nc2ccc(S(=O)(=O)Nc3cc(C)nc(C)n3)cc2)c(C)c1	15	-0.7	·	1.2	0.6	-2	3	·	3.0	6
CCOC(=O)C1=C(c2ccccc2)NC(SCC(=O)Nc2cccc(C)c2)=C(C#N)C1c1ccco1 (configuration not stated)	9	-0.5	-6	?	6.9	-6	0	-2	·	-3
Cc1ccc(N2C(=O)NC(=O)/C(=C\c3cc(C)n(-c4ccc(C(=O)O)cc4)c3C)C2=O)cc1	10	-13	-2	-0.9	-0.7	-10	4	·	0.4	7
O=C(NN=Cc1ccc(N(CCCl)CCCl)cc1)c1cc(=O)[nH]c(=O)[nH]1	9	0.0	·	0.0	-0.3	-8	-1	·	-3.4	-8
Cc1cccc(NC(=O)CNC(=O)CSc2ncccn2)c1C	4	i	·	0.0	0.7	-4	5	·	1.2	-10
COc1ccccc1N1CCN(C(=O)c2cc3ccccc3[nH]2)CC1	-6	-2.3	-2	·	1.3	·	28	21	-0.7	9
O=C1CSc2ccc(S(=O)(=O)N3CCN(c4ccccc4F)CC3)cc2N1	-1	-0.3	7	0.4	6.6	-3	27	-1	-3.6	1
CC(C)Nc1ncnc2c1ncn2[C@H]1CN(CCN2CCOCC2)C[C@@H](CO)O1	2	i	·	0.0	·	-1	1	·	0.8	·
CN(C(=O)COC(=O)c1ccc2c(=O)n3c(nc2c1)CCC3)c1ccccc1	14	-3.4	0	-0.5	1.0	-3	-1	10	·	-10
CN(CC(=O)Nc1ccc(F)c(F)c1F)c1ncnc2sccc12	-10	i	3	1.1	-0.8	6	-13	16	2.5	-11
O=C(COC(=O)COc1ccc(Cl)cc1)Nc1cccnc1Cl	-7	i	·	-0.2	·	-2	5	·	0.5	·
CCn1c(CCC(=O)Nc2ccccc2F)nnc1SCC(=O)Nc1ccc(OC)cc1	-2	i	-4	0.1	-1.4	0	-1	10	0.1	-14
COc1ccc(OC)c(-c2cc(C(=O)Nc3sc4c(c3C#N)CCC(C)C4)c3ccccc3n2)c1 (configuration not stated)	6	-0.4	6	5.5	0.0	-4	4	10	·	-16
CC(C)C[C@H]1CN([C@@H](Cc2ccc(O)cc2)CN2CCC[C@@H]2CN2C(=S)NC[C@@H]2Cc2ccccc2)C(=S)N1CC1CCCCCC1	9	·	·	0.4	·	-3	·	·	0.6	·
COc1ccc(S(=O)(=O)NCc2ccc(C(=O)N3CCN(c4ccccn4)CC3)cc2)cc1	6	·	-1	0.2	-0.6	-1	7	26	·	-4
COc1ccc(OC)c(CN2CCCCCC2)c1	-16	-0.6	3	-2.1	0.4	7	6	35	0.0	11
CNC(=O)OCCSCCS(=O)(=O)c1ccc(Cl)cc1	-14	-0.4	1	0.2	0.3	2	4	-5	1.7	-8
O=C(CCC(=O)N1CCN(S(=O)(=O)c2ccccc2)CC1)c1ccc(Br)cc1	0	5.6	·	-0.2	-0.2	1	2	·	1.3	-8
CCS(=O)(=O)N1CCN(C(=O)c2ccc(-c3ccccc3)cc2)CC1	7	-0.2	1	1.1	-1.9	0	13	-8	·	-11
Cc1ccc(CNC(=O)[C@@H](NC(=O)C2CCN(C(=O)[C@@H]3CCCN3)CC2)C(C)C)cc1	1	-0.5	-4	0.4	1.4	-7	-3	33	2.5	-8
CN(C)C(=O)N1CCCC(C(=O)NCc2ccccc2)C1 (configuration not stated)	8	i	1	1.6	-0.6	-2	8	-6	·	-7
COC(=O)C1=C(C)N(C)C(=O)NC1c1ccc(O)c(Cl)c1 (configuration not stated)	-5	i	-2	0.2	-0.2	-8	-1	17	1.4	0
COc1ccc(CCC(=O)N2CCN(S(=O)(=O)c3ccc(C)cc3)CC2)cc1	-1	-1.3	·	-0.4	0.3	4	21	·	2.0	-10
CCN(CC)CCNC(=O)c1ccc(NC(=O)c2c(F)cccc2Cl)cc1	0	-0.4	-3	-2.1	-0.1	-6	4	-11	1.4	-13
OCc1ccc(-c2cccc3nccn23)cc1	-125	-0.6	·	-0.5	·	-5	0	·	0.0	·
O=C(C1CCCN(S(=O)(=O)c2ccc(Br)cc2)C1)N1CCOCC1 (configuration not stated)	21	-1.2	-1	0.9	-0.9	1	1	2	0.6	-5
Cc1ccc(Cn2cc(SCC(N)=O)c3ccccc32)cc1	10	-0.8	0	-0.6	-0.3	-7	30	6	0.0	-1
CC(C)NS(=O)(=O)c1ccc(CCC(=O)NCc2ccncc2)cc1	-1	i	5	0.1	-0.6	7	-1	39	0.5	-9
CCOc1ccc(C(=O)NCC2CCCO2)cc1OCC (configuration not stated)	12	1.6	-2	-0.7	0.1	-4	-17	3	1.6	-7
CCSc1nnc(NC(=O)CCNS(=O)(=O)c2cc(Br)cnc2N)s1	-15	i	0	-2.4	-0.7	0	7	2	·	-1
COc1ccc(-c2ccc(/C=N/NC(=O)Cc3nnc(N)s3)o2)cc1Cl	-18	-2.6	-1	0.1	·	1	-4	13	0.7	i
CC(C)C1Cc2nc(Cl)c(C#N)cc2CO1 (configuration not stated)	-8	i	4	?	2.7	15	-10	16	-0.4	-21
O=C(Cc1c(F)cccc1Cl)NNC(=O)c1ccco1	25	i	·	-0.3	0.6	-5	-3	·	0.4	-9
O=C(Nc1cccc(S(=O)(=O)NC2=NCCC2)c1)c1ccccc1	-10	i	·	3.1	0.3	-2	-7	·	-0.2	-17
O=C(/C=C/[C@H]1O[C@@H](n2ccc(=O)[nH]c2=O)[C@H](O)[C@@H]1O)N1CCN(CCc2ccccc2)CC1	-2	·	·	-0.7	·	-3	·	·	-0.6	·
O=C(Nc1ccc(-n2cccn2)cc1)C1CCN(Cc2ccccn2)CC1	-4	-0.8	-4	1.4	-2.1	-4	8	27	0.0	2
Cc1cccc(N2CCN(C(=O)CCC(=O)N3CC(C)Oc4ccccc43)CC2)c1C (configuration not stated)	8	-1.2	-4	0.2	0.7	-6	9	2	1.1	-13
C=CCN(c1ccccc1)S(=O)(=O)c1cccc(C(=O)Nc2ccncc2)c1	7	-0.9	·	-1.3	1.4	-3	-10	·	0.5	3
O=C(Oc1ccc(-c2csnn2)cc1)c1cccs1	-5	-0.7	6	-1.2	-0.4	-4	0	32	0.4	0
C[C@H](NC(=O)[C@@H]1Cc2ccccc2CN1C(=O)OC(C)(C)C)C(=O)NC1CCCC1	13	0.7	-4	-0.4	0.0	1	-1	4	0.7	11
More records follow.
SMILES	CCHF vOTU inh	Vc quorum ag	SARS 3CLpro inh	BoNT A protease	PfHsp40 rescue	Anthrax LF prot	Y pestis TopoI	DUSP3 inh	TcdB GH inh	SSB-PriA inh
CCOC(=O)COc1c(OC)cc(Cl)cc1C1Nc2ccccc2C(=O)N1c1cccc(C)c1 (configuration not stated)	-33	-0.4	8	0.8	-0.1	0	5	19	·	-4
CC1(C(=O)NS(=O)(=O)c2cccc(F)c2)CCN1C(=O)c1cccc(F)c1 (configuration not stated)	3	-0.4	·	-0.3	·	-4	8	·	-0.5	·
O=C1c2ccccc2C(=O)N1CCC#Cc1ccc2cc(CCO)oc(=O)c2c1	0	i	·	-0.8	0.7	-5	32	·	0.3	-26
S=C(NCCCN1CCOCC1)Nc1ccc(Cl)cc1	4	1.8	0	-1.6	-0.9	-1	0	0	-0.5	-1
O=C(Nc1ccc2c(c1)Cc1ccccc1-2)c1ccncc1	13	-1.6	3	0.1	-0.1	0	0	-1	·	12
O=C(Oc1ccc([N+](=O)[O-])cc1)c1cccnc1	10	i	2	-0.4	-0.8	-1	3	-7	-0.6	-2
Cc1ccc(Cc2c(C)nc3nc(SCC(=O)NCCN4CCOCC4)nn3c2C)cc1	-8	i	6	-1.9	-1.3	0	14	15	·	4

Three of the compounds above, as labelled records:
Cc1ccc2c(c1)-c1c(cnn1CC(=O)NC(C)CCc1ccco1)CO2 (configuration not stated)
  CCHF vOTU inh: 10 | Vc quorum ag: i | SARS 3CLpro inh: -2 | BoNT A protease: -0.4 | PfHsp40 rescue: -0.4 | Anthrax LF prot: -11 | Y pestis TopoI: -12 | DUSP3 inh: 8 | TcdB GH inh: 11* | SSB-PriA inh: -12
COc1ccc(NC2=CC(=O)CC(C)(C)C2)cc1OC
  CCHF vOTU inh: 17 | Vc quorum ag: -3.0 | SARS 3CLpro inh: -2 | BoNT A protease: 1.5 | PfHsp40 rescue: -0.2 | Anthrax LF prot: -7 | Y pestis TopoI: -5 | DUSP3 inh: 23 | TcdB GH inh: -0.7 | SSB-PriA inh: -4
CN(c1ccccc1C(=O)NCc1ccccn1)S(C)(=O)=O
  CCHF vOTU inh: -8 | Vc quorum ag: -0.3 | SARS 3CLpro inh: 4 | BoNT A protease: 0.6 | PfHsp40 rescue: -1.2 | Anthrax LF prot: 0 | Y pestis TopoI: 2 | DUSP3 inh: -17 | TcdB GH inh: · | SSB-PriA inh: -4

Source: PubChem
